# Compound activity: PubChem BioAssay, National Center for Advancing Translational Sciences (NCATS)
# BRCA1 expr act = qHTS Assay to Identify Small Molecule Activators of BRCA1 Expression. 380,000 tested, 1.1% active. Potency, µM (series often up to 46.1 µM), inactives show at the highest dose activation, usual class: activators. MCF7-BRCA1-FFLuc reporter, luminescence, 48 h; response scale: scaled: vehicle 0%, 10 µM genistein 100%. AID 624202, 2012; further: nearly all actives have a fitted effect of over 80% in size; some results filed as inactive show a strong effect at the top dose
#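 First, MCF7-BRCA1-FFLuc cells (2000/well) attach for 2 h; next, compounds are pin-added and incubated 48 h at 37 °C; finally, luciferase reagent is added and luminescence read after 15 min.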
# RORg inh = qHTS for inhibitors of ROR gamma transcriptional activity; Nuclear receptor ROR-gamma (Mus musculus), P51450; Drosophila S2 Gal4-RORgamma UAS-luciferase reporter, 20 h; Potency, µM (titrated, usually from 53.6 µM), without a hit: top-dose activity change, negative = inhibition, actives largely listed as inhibitors; 310,000 tested, 5.4% active; AID 2551, 2010; further: on the % scale 0 is the no-effect control and ±100 the full control effect; nearly all actives have a fitted effect of over 60% in size
# Target sequence (P51450 whole entry, looked up, the tested form may be a part): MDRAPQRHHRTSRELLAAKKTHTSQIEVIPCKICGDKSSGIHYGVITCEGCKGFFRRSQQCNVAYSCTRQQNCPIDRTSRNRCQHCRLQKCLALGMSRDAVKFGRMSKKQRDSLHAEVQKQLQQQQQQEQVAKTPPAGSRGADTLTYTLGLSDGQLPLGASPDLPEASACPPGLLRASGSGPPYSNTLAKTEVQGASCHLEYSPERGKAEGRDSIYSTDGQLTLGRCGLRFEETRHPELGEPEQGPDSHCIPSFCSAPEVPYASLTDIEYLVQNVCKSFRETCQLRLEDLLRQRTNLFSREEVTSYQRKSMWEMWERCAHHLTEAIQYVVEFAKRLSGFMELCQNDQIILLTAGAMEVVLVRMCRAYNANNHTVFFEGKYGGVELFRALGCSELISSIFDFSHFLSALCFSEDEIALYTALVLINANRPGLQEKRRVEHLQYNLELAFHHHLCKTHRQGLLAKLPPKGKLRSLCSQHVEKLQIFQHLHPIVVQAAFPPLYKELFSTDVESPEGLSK
#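 In this cell-based reporter format, copper sulfate (700 uM final) drives Gal4–ROR gamma fusion expression from a metallothionein promoter in Drosophila Schneider cells; compounds preincubated 1 hr, reporter read after 20 hr at ambient temperature.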
# FLuc counter = qHTS profiling assay for firefly luciferase inhibitor/activator using purifed enzyme and Km concentrations of substrates (counterscreen for miR-21 project). Potency, µM (series often up to 57.5 µM), for inactives: at the highest dose activity change, negative = inhibition, most hits filed as inhibitors. 360,000 tested, 6.9% active. AID 588342, 2011. Luciferin 4-monooxygenase (Photinus pyralis), P08659. purified FLuc, Km substrates, luminescence inhibition;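 further: plate controls were vehicle for no effect and reference inhibitor for full effect; nearly all actives have a fitted effect of over 55% in size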
#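 Purified P. pyralis luciferase, 10 nM final, with Km-level 10 uM D-luciferin and 10 uM ATP in 50 mM Tris acetate pH 7.5, 10 mM Mg acetate, 0.01% Tween-20, 0.05% BSA; 6-point qHTS titration about 60 µM downward; luminescence read.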
# ELG1 genotox = qHTS screen for small molecules that induce genotoxicity in human embryonic kidney (HEK293T) cells expressing luciferase-tagged ELG1 | Potency, µM (doses to about 46 µM), inactives show at the highest dose activity change, positive = activation, usual class: activators | HEK293T ELG1-luciferase reporter, luminescence, 16 h | 330,000 tested, 1.3% active | AID 504466, 2011; further: % of control where 0% means no effect; nearly all actives have a fitted effect of over 60% in size
#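 DMSO vehicle served as control against compound-treated ELG1-luciferase HEK293T cells; exposure lasted 16 hr at 37 °C and 5% CO2, followed by ONE-Glo luminescence detection after 30 min.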
# NPC1 promoter act = qHTS Assay for NPC1 Promoter Activators | Huh7 NPC1 promoter luciferase reporter, 24 h | Potency, µM (series often up to 9.22 µM), inactives show top-dose activation, most hits filed as activators | 320,000 tested, 2.4% active | AID 485313, 2010;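 further: % of control where 0% means no effect; nearly all actives have a fitted effect of over 60% in size; reporter is driven by a mutant NPC1 promoter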
#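 Readout is luciferase luminescence, reflecting NPC1 promoter activation in stably transfected Huh7 cells after 24 h compound exposure at 37 °C in reduced-serum medium with 10% FBS.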
# MBNL1-CUG inh = qHTS Assay for Inhibitors of MBNL1-poly(CUG) RNA binding; Muscleblind-like protein 1 (Homo sapiens), Q9NR56; TR-FRET MBNL1-His/biotin-(CUG)12 binding, 665/545 ratio; Potency, µM (top dose mostly 57.5 µM), for inactives: at the highest dose activity change, negative = inhibition, usual class: inhibitors; 280,000 tested, 0.036% active; AID 2675, 2010; active means well fitted inhibition curve with a large enough effect in the signal ratio, with a control signal flat, not every such curve was filed as active; inconclusive means small, poorly fitted or top-dose-only effect, or effect the other way, or a change in a side signal; inactive means no such curve, though single readings can be large or run the other way; the % refers to the signal ratio; further: on the % scale 0 is the no-effect control and ±100 the full control effect
# Target sequence (Q9NR56 whole entry, looked up): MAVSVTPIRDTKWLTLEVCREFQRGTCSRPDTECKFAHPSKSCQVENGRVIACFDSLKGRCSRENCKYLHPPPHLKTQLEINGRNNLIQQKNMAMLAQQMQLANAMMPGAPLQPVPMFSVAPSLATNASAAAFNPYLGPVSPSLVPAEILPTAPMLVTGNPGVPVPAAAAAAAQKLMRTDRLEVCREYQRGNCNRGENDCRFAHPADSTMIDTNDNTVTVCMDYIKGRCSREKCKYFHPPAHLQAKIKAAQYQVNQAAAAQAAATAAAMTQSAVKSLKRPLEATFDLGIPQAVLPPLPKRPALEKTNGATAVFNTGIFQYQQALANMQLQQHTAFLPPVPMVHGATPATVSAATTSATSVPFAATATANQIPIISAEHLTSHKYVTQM
#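 TR-FRET readout: Ex 340 nm, 665/545 nm emission ratio, normalized to buffer-only (basal) and MBNL1-(CUG)12 controls. Complex of MBNL1-His with Biotin-(CUG)12, compounds 92 nM–58 uM, incubated 60 min at room temperature.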
# Rab9 promoter act = qHTS Assay for Rab9 Promoter Activators. 320,000 tested, 2.8% active. AID 485297, 2010. Huh7 Rab9 promoter-luciferase reporter, luminescence, 24 h. Potency, µM (highest dose often 9.22 µM), for inactives: at the top dose activation, negative = inhibition, actives largely listed as activators; further: % of control where 0% means no effect; nearly all actives have a fitted effect of over 60% in size
#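 Stable Rab9-luc Huh7, 1500 cells/well, 2 h settle; cmpd in DMSO, 24 h, 37 °C/5% CO2; luciferase reagent 10 min RT; luminescence.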
# p53 reactivation = qHTS assay for re-activators of p53 using a Luc reporter; H1299 p53-A138V BP100-luciferase reporter, luminescence, 24 h; Potency, µM (highest dose often 92.2 µM), inactives show at the highest dose activity change, positive = activation, most hits filed as activators; 320,000 tested, 0.063% active; further: % of control where 0% means no effect; nearly all actives have a fitted effect of over 45% in size
#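 H1299 (p53-null), stable ts p53-A138V + BP100-Luc; 1000 cells/well, Opti-MEM/10% FBS; cpd 4 pt, 1:5; 24 h, 37 deg C, 5% CO2; detection reagent 10 min RT; luminescence.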
# VP16 counter = VP16 counterscreen qHTS for inhibitors of ROR gamma transcriptional activity; 310,000 tested, 3.5% active; Drosophila S2 Gal4-VP16 UAS-luciferase, luminescence, 20 h; Potency, µM (highest dose often 53.6 µM), for inactives: at the highest dose activity, negative = inhibition, most hits filed as inhibitors;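 further: Gal4-VP16 expression switched on by copper sulfate through the metallothionein promoter; on the % scale 0 is the no-effect control and ±100 the full control effect; nearly all actives have a fitted effect of over 50% in size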
# uPA surface inh = qHTS for Inhibitors of Cell Surface uPA Generation; cell surface uPA generation assay, qHTS; Potency, µM (series often up to 38.3 µM), for inactives: at the top dose activity change, negative = inhibition, hits mostly inhibitors; 330,000 tested, 0.31% active; AID 540303, 2011; active means well fitted inhibition curve with a large enough effect; inconclusive means small, poorly fitted or top-dose-only effect; inactive means no such curve, though single readings can be large or run the other way; tested in mouse RAW 264.7 cells; further: on the % scale 0 is the no-effect control and ±100 the full control effect; nearly all actives have a fitted effect of over 55% in size
# Numbers without * were called inactive; ? = inconclusive; . = no result given; & = joins results of further samples; [ ] = dose if it differs, or a comment. Unless noted, the call rests on the fitted dose curve; in most records, active means well fitted curve in the direction sought with a large enough effect; inconclusive means small, poorly fitted or top-dose-only effect, or another doubt; inactive means no such curve, though single readings can be large; an effect the other way counts as inactive or inconclusive. Potency means the concentration at half of the fitted maximal effect. An excerpt. The share of hits here may be higher or lower than overall.
SMILES,BRCA1 expr act,RORg inh,FLuc counter,ELG1 genotox,NPC1 promoter act,MBNL1-CUG inh,Rab9 promoter act,p53 reactivation,VP16 counter,uPA surface inh
CCOc1cc(/C=C2\C(=O)NC(=O)N(C)C2=O)cc([N+](=O)[O-])c1O,-13%,-4%,?,0%,0%,?,0%,6%,1%,3%
COc1ccc(/C=C2\Sc3ccc(C(=O)N4CCN(Cc5ccccc5)CC4)cc3N(C)C2=O)cc1OC,-68%,38%,0%,-16%,-12%,?,-15%,-19%,-8%,?
CC(CC(C#N)(c1ccccc1)c1ccccc1)N(C)C (centres undefined),-2%,.,.,1%,.,.,.,2%,.,0%
O=c1[nH]c(=O)n(-c2ccc(F)cc2)c(O)c1C=Nc1ccccc1N1CCCC1,-14%,2%,-3%,18%,-1%,7%,-7%,3%,-26%,2%
CC(=O)OC1N=C(c2ccc(Cl)cc2)c2cc(Br)ccc2NC1=O (centres undefined),0%,19%,3%,1%,-5%,-11%,-7%,7%,-2%,-1%
O=C(c1sc2ccccc2c1Cl)N1CCC2(CC1)OCCO2,4%,?,-2%,?,1%,-1%,0%,-11%,-1%,.
CCN1C(=O)/C(=C/c2ccc(N(CC)CC)cc2OC)C(=O)NC1=S,0%,-26%,?,1%,-2%,3%,-12%,5%,-3%,6%
COc1ccc(-n2c(CN3CCOCC3)nc3ccccc3c2=O)c(OC)c1,-2%,-36%[1.91 µM],1%,1%,-1%,-1%,4%,17%,-5%,-1%
O=P(Oc1ccccc1)(Oc1ccccc1)N1CCN(c2ccc(F)cc2)CC1,-83%,19%,0%,-16%,-4%,3%,-3%,-4%,0%,-5%
O=c1[nH]c(=S)n(CCC2=CCCCC2)c(O)c1C=NC1CCN(Cc2ccccc2)CC1,-29%,20%,1%,-9%,-29%,10%,-27%,2%,-19%,0%
O=c1[nH]c(=O)n(Cc2ccco2)c(O)c1C=NC1CCN(Cc2ccccc2)CC1,-15%,22%,-3%,-4%,25%,7%,-6%,2%,5%,2%
COc1cccc(CNCCc2ccccc2)c1OC,-1%,20%,1%,0%,2%,.,0%,14%,-11%,1%
Cc1cc[n+](Cc2ccccc2)cc1,-2%,.,3%,1%,-3%,.,-2%,1%,.,9%
COc1nc(NC(C)C)nc(NC(C)C)n1,-9%,-16%&-9%,0%,3%,-2%,-11%,2%,-1%,-2%&7%,-4%
CCOC(=O)c1c(N)n(CCN2CCCCC2)c2nc3ccccc3nc12,37%,8%,1%,-1%,3%,5%,2%,-6%,7%,8%
COc1ccc(OCC(=O)Nc2ccc(Cl)cc2C(=O)c2ccccc2)cc1,3%,-5%,-1%,1%,2%,16%,-3%,-2%,-13%,1%
CN1c2ccccc2Oc2ccccc21,7%,10%,0%,2%,2%,-17%,-5%,-10%,-11%,3%
Cn1c2ccccc2c2c(C(=O)N3CCC4(CC3)OCCO4)cn(C3CCCC3)c(=O)c21,-23%,-7%,6%,-11%,1%,-9%,1%,-1%,5%,-9%
Cc1ccc(S(=O)(=O)N(C)C)cc1NC(=O)C(C)[N+]12CCN(CC1)CC2 (centres undefined),-6%,0%,1%,4%,-5%,0%,8%,4%,6%,-6%
CN(C)CCN=Cc1c(O)n(-c2cccc3ccccc23)c(=O)[nH]c1=O,-22%,7%,-1%,-2%,1%,-9%,-8%,11%,-5%,-1%
CC(C)(O)C1C2OC(=O)C1C1(O)CC3OC34C(=O)OC2C14C (centres undefined),5%,43%,.,.,.,.,.,.,-6%,11%
CN(C)c1ccc(/C=C(\Cl)c2nc3ccccc3s2)cc1,-69%,23%,1.2µM*,?,2.5µM*,-12%,1µM*,25%,-23%,10µM*
CC(C)[C@H](NC(=O)N1C[C@H]2C[C@@H](C1)c1cccc(=O)n1C2)C(=O)Nc1ccccc1F,4%,2%,-2%,-3%,-1%,-6%,-2%,17%,2%,8%
CS(=O)(=O)c1ccccc1C(=O)N1CCN(S(=O)(=O)c2ccc(C3CCCCC3)cc2)CC1,-58%,.,0%,-5%,-6%,.,-1%,-5%,.,?
CC(C)CN1CCN(Cc2ccccc2C(F)(F)F)CC1CCO (centres undefined),-14%,-2%,0%,-3%,-2%,-1%,-4%,3%,9%,-3%
COc1ccc(-c2csc(NC(=O)COC(=O)Cc3ccccc3)n2)cc1OC,.,13%[10 µM],-3%,4%,0%,.,3%,3%,-9%,.
Cc1cccc(OP(N)(=O)Oc2cccc(C)c2C)c1C,-1%,31%,4%,-6%,-3%,6%,-3%,0%,0%,?
O=C1CCN(C(=O)Cc2ccccc2[N+](=O)[O-])CC1,34%,21%,-2%,-17%,-1%,13%,-2%,-3%,-2%,4%
O=C(C1CCN(c2nc3ccc(Br)cc3s2)CC1)N1CCC2(CC1)OCCO2,42%,41%,13µM*,?,-2%,0%,-12%,?,9%,-8%
CC(=O)OC1(c2ccccc2)CCN(C)C(C)C1C (centres undefined),-4%,13%,4%,1%,-2%,-9%,-1%,-4%,-7%,5%
c1cc(CN2CCCCC2)cc(OCCCNc2nc3ccccc3s2)c1,0%,-6%&-23%,.,.,-18%[46.1 µM],.,-36%[inhibitor][46.1 µM],.,-3%&19%,?
O=C(NCc1ccccc1)c1onc(CSc2ccccc2)c1C(=O)NCC1CC1,-36%,?,-4%,-14%,-8%,0%,-6%,0%,-4%,?
CCC(C)n1c(O)c(C=NCC2CCCO2)c(=O)[nH]c1=S (centres undefined),-6%,-4%,4%,0%,-2%,-2%,-4%,3%,-6%,-5%
CC(C)Oc1cccnc1N(C)C1CCN(Cc2ccccc2)CC1,-5%,.,.,.,7%[46.1 µM],.,-11%[46.1 µM],.,.,4%
Cc1nn(CC(C)C)c(Cl)c1C(=O)NC1CCC(C)CC1 (centres undefined),3.2µM*,.,8.5µM*,9.2µM*,2.2µM*,.,4µM*,12%,.,3%
Oc1cc2c(cc1CN1CCN(c3ccccc3)CC1)OCO2,-12%,-13%,1%,-4%,1%,0%,3%,5%,8%,0%
COC(=O)C1=C(c2ccc(C(C)=O)cc2)C[C@@H]2CC[C@H]1N2C(=O)N1CCC(O)(c2ccc(Cl)cc2)CC1,.,.,0%,-7%,-3%,.,-15%,4%,.,-27%
C=CCn1c(O)c(C(C)=NCCCn2ccnc2)c(=O)[nH]c1=O,-4%,-1%,5%,1%,-1%,-8%,1%,2%,-7%,0%
O=c1[nH]c(=S)n(Cc2ccc(F)cc2)c(O)c1C=NCc1cccnc1,-48%,-23%,4%,-1%,-1%,3%,-1%,-2%,1%,.
O=C(COc1ccc(Cl)cc1)NC1CN2CCC1CC2 (centres undefined),-6%,11%[10 µM],0%,2%,5%,-13%,3%,-9%,0%,4%
O=Cc1cn(Cc2cccc(F)c2)c2ccccc12,-61%,16%,3%,-1%,0%,4%,0%,2%,-8%,-2%
O=C(CC1CCCCC1)c1c(O)c2ccccc2oc1=O,-40%,-13%,?,-13%,3%,5%,-3%,10%,?,.
C[C@]12CC[C@@H](O)C[C@@H]1CC[C@@H]1[C@@H]2CC[C@]2(C)[C@@H](O)CC[C@@H]12,-1%,-20%,2%,-3%,-2%,2%,13%,2%,-16%,11%
Cn1c(O)c(C=NCc2cccs2)c(=O)n(C)c1=O,4%,-2%,0%,-4%,0%,-3%,3%,-1%,-5%,-9%
O=C(O)[C@@H]1C[C@H]1[C@@H](NP(=O)(c1ccccc1)c1ccccc1)c1ccccc1,3%,5%&-22%,-5%,3%,-1%,-22%,-3%,4%,1%&3%,1%
COc1ccc(CCNCc2ccc(OC)c(OC)c2OC)cc1,-14%,-1%,-1%,2%,-3%,-4%,-3%,4%,2%,-11%
COc1ccccc1-n1c(O)c(C=NC2CC2)c(=O)[nH]c1=O,0%[1.84 µM],-27%,-2%,0%,0%,0%,-5%,-6%,-3%,6%
CCCCC(=O)N/N=C/c1c(O)n(CC)c(=S)n(CC)c1=O,-59%,2µM*,0%,?,-7%,48%[activator],-3%,21%,3.2µM*,?
COc1ccccc1CC1C(=O)C2CCN1CC2 (centres undefined),-13%,-12%,2%,2%,0%,-12%,-1%,8%,-13%,1%
CCn1cc(/C=c2/sc3n(c2=O)C2c4ccccc4OC(C)(N=3)C2C(=O)OC)c(C)n1 (centres undefined),-16%,-2%,4%,0%,-2%,?,3%,-3%,-8%,3%
O=c1[nH]c(=O)n(-c2cccc(F)c2)c(O)c1/C=C1\C=Nc2ccccc21,-21%,-10%,-7%,4%,6%,5%,7%,6%,-7%,-2%
CCn1ccnc1CN1CCCC(C(=O)c2cc(Cl)ccc2OC)C1 (centres undefined),0%,21%,1%,-1%,2%,-9%,0%,-2%,-27%,-10%
